Screens from PubChem BioAssay.
BH1578 lux ind: quorum light induction in luxS cqsA deficient V. cholerae | 350,000 compounds, 0.16% hits | V. cholerae BH1578 lux reporter, luminescence, 6 h | AID 588436 | activation, % at 18.7 µM; in the data active = activation mostly above about 9.7%, no sharp cut-off; inconclusive = no clear call, values can overlap the other calls; inactive = mostly below about 3.7%; note: not every result past the cut was called active; inactives centre near 0; reference of the scale not given here
UGM FP inh: blocks M. tuberculosis UGM enzyme. 320,000 compounds, 0.06% hits. P9WIQ1. inhibition, % at 10 µM. AID 504406. purified UGM, fluorescence polarization probe displacement; in the data active = inhibition above about 10%, passing the limit was not always enough; inconclusive = no clear call, values can overlap the other calls
Target sequence (P9WIQ1 whole entry, looked up): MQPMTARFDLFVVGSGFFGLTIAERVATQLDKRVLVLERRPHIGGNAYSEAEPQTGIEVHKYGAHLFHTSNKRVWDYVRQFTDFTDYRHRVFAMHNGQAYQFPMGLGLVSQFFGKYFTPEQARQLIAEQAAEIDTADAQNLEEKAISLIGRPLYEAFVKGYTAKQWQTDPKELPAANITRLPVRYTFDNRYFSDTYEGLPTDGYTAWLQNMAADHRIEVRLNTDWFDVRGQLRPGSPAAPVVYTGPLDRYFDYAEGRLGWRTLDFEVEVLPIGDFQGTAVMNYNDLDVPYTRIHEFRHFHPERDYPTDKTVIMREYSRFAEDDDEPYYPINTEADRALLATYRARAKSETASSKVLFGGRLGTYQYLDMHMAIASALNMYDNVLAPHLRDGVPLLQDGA
PfHsp40 yeast: rescue of PfHsp40-mediated yeast toxicity; S. cerevisiae expressing PfHsp40, growth rescue, ATP luminescence; growth rescue, % at 12.5 µM; 340,000 compounds, 0.68% hits; in the data active = growth rescue above about 28%, passing the limit was not always enough; inconclusive = no clear call, values can overlap the other calls;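 note: yeast W303a lacking pdr1 and pdr3 grown in galactose medium; growth measured after three days at 30 °C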
Mtb FBA inh: Mtb fructose-bisphosphate aldolase inhibition; inhibition, % at 1 µM; 360,000 compounds, 2.3% hits; P9WQA3; purified M. tuberculosis FBA, fluorescence read-out; in the data active = inhibition above about 27%;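 note: 0% = vehicle and 100% = reference inhibitor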
Target sequence (P9WQA3 whole entry, looked up): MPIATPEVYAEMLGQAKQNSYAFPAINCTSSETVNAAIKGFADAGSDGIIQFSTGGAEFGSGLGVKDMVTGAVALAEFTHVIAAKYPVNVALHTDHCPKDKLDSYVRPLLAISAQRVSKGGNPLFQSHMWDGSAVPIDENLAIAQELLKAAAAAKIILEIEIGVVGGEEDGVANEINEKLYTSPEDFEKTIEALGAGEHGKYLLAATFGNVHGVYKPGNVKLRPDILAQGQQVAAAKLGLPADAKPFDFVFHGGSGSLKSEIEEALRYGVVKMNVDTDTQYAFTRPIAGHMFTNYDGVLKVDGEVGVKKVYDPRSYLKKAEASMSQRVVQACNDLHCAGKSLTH
Mtb BioA inh: blocks M. tuberculosis BioA enzyme activity. purified M. tuberculosis BioA enzyme, plate reader. inhibition, % at 9.99 µM. 360,000 compounds, 0.096% hits. AID 602481; in the data active = inhibition above about 40%; inconclusive = no clear call, values can overlap the other calls
FadD28 binding: blocks FadD28 binding to the bisubstrate probe | fluorescence polarization | inhibition, % at 12.5 µM | 360,000 compounds, 0.22% hits | AID 588549; in the data active = inhibition above about 8.5%, passing the limit was not always enough; inconclusive = no clear call, values can overlap the other calls
GDH-TPI counter: counter-screen for M. tuberculosis FBA inhibitors: GDH-TPI coupled enzymes; GDH-TPI coupled enzyme counterscreen, NADH absorbance; inhibition, % at 4.8 µM; 360,000 compounds, 1.2% hits; AID 588335; in the data active = inhibition above about 30%;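 note: 0% = DMSO wells and 100% = wells lacking the enzyme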
TcdB GH inh: TcdB glycohydrolase inhibition. TcdB glycohydrolase enzymatic assay, plate reader. inhibition, % at 9.99 µM. AID 652162. P18177. 350,000 compounds, 0.24% hits; in the data active = inhibition above about 10%
Y pestis TopoI: Y. pestis Topo-I inhibition via cleavage products; Y. pestis Topo-I cleavage product accumulation, plate reader; activity, % at 10 µM; 360,000 compounds, 0.064% hits; AID 504884; in the data active = activity above about 50%, passing the limit was not always enough; inconclusive = no clear call, values can overlap the other calls; note: inactives centre near 2
Starred values were filed as active, the others as inactive; i = inactive; ? = inconclusive; / = no result given.

Second line of a record: BH1578 lux ind	UGM FP inh	PfHsp40 yeast	Mtb FBA inh	Mtb BioA inh	FadD28 binding	GDH-TPI counter	TcdB GH inh	Y pestis TopoI
CC1(C)Cc2nc3[nH]c(=S)n(-c4ccccc4)c(=O)c3cc2CO1
→ i	-1.8	-0.9	1.2	-0.1	-0.6	7.0	/	-2.0
COc1ccccc1OCCN(C#N)c1nc(N(C)C)nc(N(C)C)n1
→ i	0.5	-0.1	-0.3	/	-2.6	0.3	0.0	24.6
N/C(=N\OC(=O)Oc1ccccc1)c1ccc([N+](=O)[O-])cc1
→ -0.5	1.1	-0.5	1.1	-0.9	-2.9	2.2	/	-5.3
CCOC(=O)c1ccc(N2C(=O)c3n[nH]c(C)c3C2c2ccc(OC)cc2)cc1 (stereo not drawn)
→ -0.3	-3.3	-1.8	-2.1	18.1	-8.0	5.9	/	10.0
COCOc1ccc(/C=C/C(=O)c2c(OCOC)cc(OCOC)c(CC=C(C)C)c2O)cc1OCOC
→ -0.3	-1.0	/	0.7	-1.4	-2.4	6.9	/	2.9
O=C1c2ccccc2-c2cccc(NS(=O)(=O)c3ccc(C(F)(F)F)cc3)c21
→ 0.3	-1.1	-1.3	3.3	-3.4	2.2	4.4	/	3.4
CSc1nc2c(c(=O)n1C)SC(C)C2 (stereo not drawn)
→ -0.3	-0.9	1.1	-0.9	-0.2	-0.3	8.0	1.0	4.5
Cc1onc(-c2ccccc2Cl)c1C(=O)NC(=S)NCc1cccnc1
→ i	-0.9	0.8	0.2	/	-1.4	3.9	1.1	9.7
Cc1ccc(OCC(=O)Nc2ccccc2C(=O)N2CCCC2)cc1
→ i	2.5	0.8	2.7	-0.9	1.0	-1.0	1.5	-0.5
OC[C@H]1OC(Nc2ccc(N=Nc3ccccc3)cc2)[C@@H](O)[C@@H](O)[C@@H]1O (stereo partly drawn)
→ i	0.4	0.8	-10.4	-1.5	-3.8	3.8	1.0	-6.5
O=C(CN1CCN(S(=O)(=O)c2ccccc2)CC1)Nc1ccccc1C(=O)NC1CC1
→ -1.7	4.9	-0.7	-1.7	-0.9	-3.9	-1.8	0.7	11.3
COc1ccc([N+](=O)[O-])cc1N/C(=N/S(=O)(=O)c1ccccc1)c1ccccc1
→ -0.3	-1.0	0.1	-1.2	3.3	-0.7	9.5	-0.4	4.6
CN(c1ccccc1)S(=O)(=O)c1ccc2[nH]c(=O)oc2c1
→ i	0.6	0.1	4.8	-1.6	2.4	3.0	0.3	-12.3
CCN(CC)S(=O)(=O)c1ccc2oc(C(=O)O)c(C)c2c1
→ -0.6	0.3	-0.3	0.5	0.0	-1.8	5.9	/	-0.4
CNC(=O)c1oc(-c2ccccc2)nc1C
→ i	0.1	-0.5	0.2	/	-1.0	-1.3	1.8	5.4
COc1ccc(CNC(=O)c2ccc(NC(=O)CC3SC(N4CCCC4)=NC3=O)cc2)cc1 (stereo not drawn)
→ -0.4	1.8	-1.2	0.1	-2.1	-4.6	8.7	/	-3.9
COc1cc(/C=C2/C(=N)N3C(=NC2=O)SN=C3S(C)(=O)=O)ccc1OC(=O)c1ccco1
→ -12.2	-3.7	-0.4	4.4	-3.3	-2.5	-0.5	0.1	4.5
O=C(C[C@H]1C/C=C\C[C@H](Cc2ccc(F)cc2)C(=O)OCCNC1=O)NCCO
→ i	3.8	-0.9	-0.1	-0.1	-2.5	4.8	-0.2	8.4
NC(=O)[C@@H]1CC2(CC(c3cccc(NC(=O)CC(c4ccccc4)c4ccccc4)c3)=NO2)CN1C(=O)COc1ccc(Cl)cc1 (stereo partly drawn)
→ i	5.3	4.9	-1.2	16.1	1.2	10.9	1.7	16.2
Cc1ccc(C(=O)N/C(=C/c2ccco2)C(=O)NCCCn2ccnc2)cc1
→ -1.1	-0.9	-0.2	-1.3	-0.7	-3.1	12.0	/	-3.0
CN(Cc1nc(-c2ccccn2)no1)S(=O)(=O)c1ccccc1
→ i	-2.4	-0.3	1.8	-1.8	-2.3	2.9	/	-5.3
N#Cc1ccccc1NC(=O)CN1CCOCC1
→ -0.5	0.4	-1.2	-0.7	-0.3	0.0	-2.4	0.6	-1.1
COCCNC(=O)CN(C(=O)c1ccc(N2CCCC2)nc1)c1ccc(Cl)cc1
→ 0.2	4.0	0.3	-2.0	-0.7	-1.7	25.2	-0.1	8.9
CCOc1ccccc1OCCC(=O)OCC(=O)Nc1c(C)nn(-c2ccccc2)c1C
→ -1.2	0.3	-0.6	-0.7	-0.1	-2.3	-9.0	-2.2	6.2
Cc1ccc(NC(=O)Cn2c(O)c(N=NC(N)=S)c3ccccc32)cc1
→ -0.9	1.2	-1.4	-2.0	-1.7	1.3	15.9	0.3	16.1
CCCN(CC(=O)Nc1cc(C)on1)S(=O)(=O)c1cccc(C(F)(F)F)c1
→ 0.1	2.5	-0.3	2.4	/	-3.1	-3.1	0.9	2.4
CCN(CC)C(=O)c1ccc(-c2nnc(Nc3ccc(C(=O)NC)cc3)c3ccccc23)cc1
→ -0.4	-1.9	1.3	-1.4	7.0	-6.2	25.9	1.9	2.5
CCC(c1nnc(SCC(=O)Nc2ccc(C(=O)Nc3ccccc3OC)cc2)o1)N(C)C (stereo not drawn)
→ i	-0.5	-0.7	-1.4	0.9	-1.1	3.4	/	7.0
Cc1nc2c(c3c1[nH]c1ccccc13)C(=O)CC(C)(C)C2
→ 4.3	0.3	-0.9	4.0	6.4	-3.9	-1.4	/	-10.8
Cc1ccc(NC(=O)CSc2nc(N)cc(=O)[nH]2)cc1Cl
→ i	-1.4	-1.7	-6.0	/	-2.8	-4.4	-0.4	-1.6

Other records follow:
Second line of a record: BH1578 lux ind	UGM FP inh	PfHsp40 yeast	Mtb FBA inh	Mtb BioA inh	FadD28 binding	GDH-TPI counter	TcdB GH inh	Y pestis TopoI
O=C1c2ccccc2C(=O)N1CCCCNc1ccccc1
→ 8.4	/	0.1	2.8	/	0.7	2.6	-1.2	10.0
CCc1cc(=O)oc2cc(C)cc(OC(C)C(=O)NCc3ccccn3)c12 (stereo not drawn)
→ -0.4	1.3	0.8	50.3*	-0.4	-1.6	-1.6	1.9	0.2
O=C(CSc1nnnn1-c1ccccc1)N1N=CCC1c1ccccc1 (stereo not drawn)
→ -0.3	0.9	-0.9	2.8	/	0.5	-0.7	/	9.8
Cc1[nH]nc2c1C1(CCOC1C)C(C#N)=C(N)O2 (stereo not drawn)
→ i	-9.0	3.3	-3.8	-1.5	0.6	7.9	/	3.7
Cc1nn(-c2ccccc2)c2sc(C(=O)c3c(N)n(C)c(=O)n(C)c3=O)cc12
→ i	-0.8	1.7	-1.9	/	-5.0	13.4	/	19.6
Cc1ccc(CNC(=O)CS(=O)(=O)CC(=O)O)cc1
→ -0.3	0.4	-1.3	-7.1	0.1	-2.5	0.6	/	-3.3
Cc1ccc(C2C(C#N)=C(N)Oc3n[nH]c(C)c32)cc1 (stereo not drawn)
→ i	-1.6	-1.8	-0.1	-3.0	-1.8	-5.7	/	-0.2
COc1cc(CN2CCN(c3cccc(C)c3C)CC2)cc([N+](=O)[O-])c1O
→ -1.6	-3.1	-1.0	-5.6	/	0.6	6.2	-0.6	13.6
CC(C)(C)c1ccc(C(=O)NC(=S)N2CCOCC2)cc1
→ 0.9	1.1	1.8	-1.4	-1.3	1.3	7.3	3.6	4.5
Cc1cc(N(C)N)nc(NC(=O)NS(=O)(=O)c2ccccc2Cl)n1
→ -5.6	-0.4	-0.1	1.4	-1.8	-1.3	8.0	2.0	5.6
Cc1ccc(S(=O)(=O)N2CCOCC2)cc1C(=O)NC1CCCC(C)C1C (stereo not drawn)
→ i	0.4	-0.4	-0.4	0.2	-0.1	5.2	0.7	-0.3
COc1ccc(OC)c(NC(=O)Cn2c(CCC(=O)O)ccc2-c2ccc(C)cc2)c1
→ -0.4	1.1	?	0.2	/	-1.3	2.8	2.9	-3.1
Cc1cc(C)c(NC(=O)CN(C)S(=O)(=O)c2ccc3c(c2)n(C)c(=O)c(=O)n3C)c(C)c1
→ -7.1	-1.5	0.0	4.1	0.8	-5.4	14.7	-1.5	7.0
COc1ccc(S(=O)(=O)Nc2cc3c(C(C)=O)c(C)oc3c3ccccc23)cc1
→ 10.9	-2.3	-0.9	-1.6	-1.6	-3.8	-6.9	/	24.3
O=C(c1ccc(Br)o1)N1CCN(C/C=C/c2ccccc2)CC1
→ -13.3	1.5	0.0	0.0	11.3	-0.8	-1.8	/	7.6
Cc1ccc(S(=O)(=O)C2C(=O)N(C)C3(C)CC2c2ccccc2O3)cc1 (stereo not drawn)
→ -0.4	-3.8	0.2	3.7	/	1.4	2.3	-5.1	0.0
Cc1cc(C(=O)Nc2ccccc2)nn1C(C)(C)C
→ -1.0	-3.8	-0.7	-1.9	1.8	-1.6	6.2	6.1	1.0
Cc1nc2ccccc2nc(C)c1=NOCc1ccc(C#N)cc1
→ i	-2.9	0.2	1.5	/	-2.7	15.8	/	1.5
Cc1ccc(/C=C2\SC(=O)N(CCC(=O)N3CCN(C)CC3)C2=O)cc1
→ -6.9	0.8	?	0.2	-0.8	-1.4	35.3*	1.5	2.4
O=C(CCc1ccc(S(=O)(=O)N2CCOCC2)cc1)Nc1c(F)cccc1F
→ i	-0.2	-0.7	-1.2	-3.2	-2.1	7.3	1.2	-1.5
CCCn1c(SCC(=O)NC2CCCC2)nnc1C(C)C
→ -0.2	-0.7	0.4	-2.6	-0.6	-0.4	-0.8	1.9	4.0
N#CC(C(O)c1ccccc1)N1CCOCC1 (stereo not drawn)
→ i	/	/	3.1	-0.7	-0.2	-9.3	1.0	-1.9
COc1ccc(Cl)cc1NC(=O)C(C)N(C)Cc1ccc(C(F)(F)F)cc1 (stereo not drawn)
→ -0.3	2.4	-0.1	1.6	/	-1.3	4.3	0.6	-1.9
O=C(O)COc1ccc(Br)cc1/C=C1/SC(=O)N(CC(=O)N2CCCC2)C1=O
→ i	4.1	0.2	4.6	0.3	-2.0	28.9	/	-2.6
O=C(Cc1cccs1)Nc1cc(SCCO)cc([N+](=O)[O-])c1
→ -0.3	10.6*	0.4	0.5	/	-1.7	4.0	/	-6.6
CCS(=O)(=O)N1CCN(C(C)CCc2ccccc2)CC1 (stereo not drawn)
→ i	1.3	1.2	1.1	-1.2	-1.5	8.4	/	5.9
CSCCC1NC(=O)N(CC(=O)Nc2cc(C)on2)C1=O (stereo not drawn)
→ -2.7	-0.7	-1.6	0.3	0.9	-2.0	0.7	0.9	-2.2
Cn1c(COc2ccc(F)cc2)nnc1SCC(=O)NC1CC1
→ i	-0.5	-1.2	-0.3	-1.0	-2.2	3.1	-0.9	3.0
Cc1cc(N2CCCCCC2)nc2ccc(F)cc12
→ i	-2.6	-1.8	7.7	0.6	-0.6	0.4	/	3.2
COc1ccc(CN2CCCC(C(=O)N3CCCCC3)C2)c(OC)c1 (stereo not drawn)
→ -0.4	4.1	1.1	-0.4	5.5	0.1	-4.3	/	1.2

New compounds follow
Second line of a record: BH1578 lux ind	UGM FP inh	PfHsp40 yeast	Mtb FBA inh	Mtb BioA inh	FadD28 binding	GDH-TPI counter	TcdB GH inh	Y pestis TopoI
COc1ccc2[nH]c(=S)cc(C)c2c1
→ -0.6	0.6	0.4	7.5	0.4	-0.2	10.7	-0.2	10.0
O=C(O)c1ccccc1C(=O)Nc1ccc(S(=O)(=O)Nc2nccs2)cc1
→ i	2.6	1.7	1.0	0.5	-0.8	9.2	1.1	0.2
CCOC(=O)C1=C(C)N(C)C(C)=C(C(=O)OCC)C1c1ccccn1
→ i	-0.7	-1.1	-10.7	/	-4.0	-4.9	/	1.0
O=[N+]([O-])c1cccc(-c2csc(Nc3ccccc3)n2)c1
→ -0.1	0.0	0.4	-2.0	1.9	-1.0	4.8	1.6	-4.7
Oc1c(CN2CCc3ccccc3C2)cc(Cl)c2cccnc12
→ 0.7	1.9	282.4*	-0.2	-2.2	-3.1	1.4	/	-5.4
C=C[C@]1(C)C=C2CC[C@H]3[C@@](C)(CCC[C@@]3(C)C(=O)O)[C@@H]2CC1
→ i	2.8	4.8	6.2	4.3	5.6	10.2	/	2.4
CCN(CC(=O)Nc1ccc(NC(C)=O)cc1)C(=O)c1sc2nc3n(c(=O)c2c1C)CCC3
→ -1.3	0.9	0.4	2.4	1.0	-1.3	2.2	-0.8	-1.6
